Screening data from PubChem.
Gal4-VP16 FLuc: Gal4-VP16 reporter inhibition counter-screen; Drosophila S2 Gal4-VP16 UAS-luciferase, luminescence, 20 h; Potency, µM (doses to about 53.6 µM), for the others: at the highest dose activity, negative = inhibition, actives largely listed as inhibitors; hit rate 3.5% among 310,000; AID 2546;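 note: Gal4-VP16 expression switched on by copper sulfate through the metallothionein promoter; % is set by controls: 0 for no effect and ±100 for the full control effect; nearly all actives have a fitted effect of over 50% in size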
ELG1 genotoxic: genotoxicity induction in ELG1-luciferase HEK293T cells; HEK293T ELG1-luciferase reporter, luminescence, 16 h; hit rate 1.3% among 330,000; Potency, µM (doses to about 46 µM), for inactives: at the top dose activity change, positive = activation, hits mostly activators; note: % of control where 0% means no effect; nearly all actives have a fitted effect of over 60% in size
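16 hr compound incubation (37 °C, 5% CO2) of HEK293T cells carrying luciferase-tagged ELG1; luciferase then measured by ONE-Glo luminescence after 30 min at RT.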
MBNL1 CUG block: inhibitors of human MBNL1 binding to CUG repeat RNA | Q9NR56 | TR-FRET MBNL1-His/biotin-(CUG)12 binding, 665/545 ratio | Potency, µM (series often up to 57.5 µM), inactives show at the highest dose activity change, negative = inhibition, actives largely listed as inhibitors | hit rate 0.036% among 280,000 | AID 2675; active = well fitted inhibition curve with a large enough effect in the signal ratio, with a control signal flat, not every such curve was filed as active; inconclusive = small, poorly fitted or top-dose-only effect, or effect the other way, or a change in a side signal; inactive = no such curve, though single readings can be large or run the other way; the % refers to the signal ratio; note: % is set by controls: 0 for no effect and ±100 for the full control effect
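Inhibition of protein-RNA binding appears as loss of TR-FRET between terbium anti-His antibody on MBNL1-His and streptavidin-XL665 on biotin-(CUG)12. Activity is normalized to buffer-only and uninhibited-complex controls.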
uPA generation: cell surface uPA generation inhibition; AID 540303; Potency, µM (doses to about 38.3 µM), for inactives: at the highest dose activity change, negative = inhibition, actives largely listed as inhibitors; hit rate 0.31% among 330,000; cell surface uPA generation assay, qHTS; active = well fitted inhibition curve with a large enough effect; inconclusive = small, poorly fitted or top-dose-only effect; inactive = no such curve, though single readings can be large or run the other way; tested in mouse RAW 264.7 cells; note: % is set by controls: 0 for no effect and ±100 for the full control effect; nearly all actives have a fitted effect of over 55% in size
NPC1 promoter act: activates the NPC1 promoter; Potency, µM (doses to about 9.22 µM), for the others: at the top dose activation, usual class: activators; Huh7 NPC1 promoter luciferase reporter, 24 h; hit rate 2.4% among 320,000;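 note: % of control where 0% means no effect; nearly all actives have a fitted effect of over 60% in size; reporter is driven by a mutant NPC1 promoter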
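Stable NPC1-promoter luciferase Huh7 line; cpd (DMSO) 24 h, 37 °C, 5% CO2; Amplite luciferase reagent 10 min RT; luminescence readout. qHTS format.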
RORg inh: inhibitors of mouse ROR gamma transcriptional activity | Drosophila S2 Gal4-RORgamma UAS-luciferase reporter, 20 h | hit rate 5.4% among 310,000 | Potency, µM (top dose mostly 53.6 µM), for inactives: at the highest dose activity change, negative = inhibition, hits mostly inhibitors | P51450; note: % is set by controls: 0 for no effect and ±100 for the full control effect; nearly all actives have a fitted effect of over 60% in size
Target sequence (P51450 whole entry, looked up, the tested form may be a part): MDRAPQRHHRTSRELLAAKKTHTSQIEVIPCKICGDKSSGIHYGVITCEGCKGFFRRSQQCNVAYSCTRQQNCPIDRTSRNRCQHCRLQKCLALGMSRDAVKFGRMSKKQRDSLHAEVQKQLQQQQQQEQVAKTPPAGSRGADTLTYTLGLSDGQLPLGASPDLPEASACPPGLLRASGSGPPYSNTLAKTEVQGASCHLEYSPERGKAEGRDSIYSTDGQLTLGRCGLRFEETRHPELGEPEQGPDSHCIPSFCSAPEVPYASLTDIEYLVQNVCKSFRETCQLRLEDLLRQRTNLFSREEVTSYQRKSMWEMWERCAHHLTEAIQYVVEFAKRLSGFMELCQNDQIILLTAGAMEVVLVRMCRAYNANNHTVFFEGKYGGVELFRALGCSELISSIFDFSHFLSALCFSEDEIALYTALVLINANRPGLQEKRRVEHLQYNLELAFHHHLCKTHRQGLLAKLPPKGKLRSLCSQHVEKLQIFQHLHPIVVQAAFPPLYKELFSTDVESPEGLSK
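Stably transfected Drosophila Schneider cells are the test system, with ROR gamma fused to Gal4 and luciferase under UAS control; luminescence is read after 20 hr of 700 uM copper sulfate induction at ambient temperature.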
FLuc counter: inhibits or activates purified firefly luciferase, miR-21 counter-screen; purified FLuc, Km substrates, luminescence inhibition; AID 588342; Potency, µM (titrated, usually from 57.5 µM), inactives show at the top dose activity change, negative = inhibition, hits mostly inhibitors; hit rate 6.9% among 360,000; P08659;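 note: plate controls were vehicle for no effect and reference inhibitor for full effect; nearly all actives have a fitted effect of over 55% in size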
Target sequence (P08659 whole entry, looked up): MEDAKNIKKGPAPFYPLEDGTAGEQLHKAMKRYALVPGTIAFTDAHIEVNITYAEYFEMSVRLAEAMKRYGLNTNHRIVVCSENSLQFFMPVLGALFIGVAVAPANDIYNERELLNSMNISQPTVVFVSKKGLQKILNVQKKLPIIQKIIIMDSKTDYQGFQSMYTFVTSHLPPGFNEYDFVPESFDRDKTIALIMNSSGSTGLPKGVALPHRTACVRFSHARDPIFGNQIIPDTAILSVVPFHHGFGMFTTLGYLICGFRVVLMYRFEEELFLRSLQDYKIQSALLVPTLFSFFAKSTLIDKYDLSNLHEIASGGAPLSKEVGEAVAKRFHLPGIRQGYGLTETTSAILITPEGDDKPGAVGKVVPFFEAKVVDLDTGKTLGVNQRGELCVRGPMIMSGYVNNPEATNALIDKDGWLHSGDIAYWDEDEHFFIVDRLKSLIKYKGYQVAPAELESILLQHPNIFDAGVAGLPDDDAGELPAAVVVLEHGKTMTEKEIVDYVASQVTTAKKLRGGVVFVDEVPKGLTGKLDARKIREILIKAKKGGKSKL
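Purified P. pyralis luciferase (10nM final) with 10uM D-luciferin and 10uM ATP (Km levels) in 50mM Tris acetate pH 7.5, 10mM Mg acetate, 0.01% Tween-20, 0.05% BSA; qHTS 6-point titration, ~60 µM downward; luminescence read.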
Rab9 promoter act: activators of Rab9 promoter. Huh7 Rab9 promoter-luciferase reporter, luminescence, 24 h. Potency, µM (highest dose often 9.22 µM), without a hit: top-dose activation, negative = inhibition, most hits filed as activators. hit rate 2.8% among 320,000. AID 485297; note: % of control where 0% means no effect; nearly all actives have a fitted effect of over 60% in size
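Rab9 promoter-driven luciferase in stably transfected Huh7 cells; 1500 cells/well rested 2 h, exposed to compound in DMSO for 24 h at 37 °C, 5% CO2. Luminescence read 10 min after adding luciferase reagent at ambient temperature.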
p53 reactivation: re-activators of mutant p53. H1299 p53-A138V BP100-luciferase reporter, luminescence, 24 h. hit rate 0.063% among 320,000. Potency, µM (highest dose often 92.2 µM), for inactives: top-dose activity change, positive = activation, actives largely listed as activators; note: % of control where 0% means no effect; nearly all actives have a fitted effect of over 45% in size
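H1299 (p53-null), stable ts p53-A138V + BP100-Luc; 1000 cells/well, Opti-MEM/10% FBS; cpd 4 pt, 1:5; 24 h, 37 deg C, 5% CO2; detection reagent 10 min RT; luminescence.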
BRCA1 expr up: activators of BRCA1 expression. MCF7-BRCA1-FFLuc reporter, luminescence, 48 h; response scale: scaled: vehicle 0%, 10 µM genistein 100%. Potency, µM (titrated, usually from 46.1 µM), without a hit: at the highest dose activation, hits mostly activators. hit rate 1.1% among 380,000. AID 624202; note: nearly all actives have a fitted effect of over 80% in size; some results filed as inactive show a strong effect at the top dose
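Reporter cells (MCF7, BRCA1 promoter-firefly luciferase) received library compounds across a concentration series for 48 h. End-point luminescence was measured and concentration-effect curves derived after normalization.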
* = called active by the depositor; & = joins results of further samples; [ ] = dose if it differs, or a comment. Unless noted, calls come from the whole dose curve; as a rule, active = well fitted curve in the direction sought with a large enough effect; inconclusive = small, poorly fitted or top-dose-only effect, or another doubt; inactive = no such curve, though single readings can be large; an effect the other way counts as inactive or inconclusive. Potency is the fitted concentration of half-maximal effect.

How did O=C(Cc1ccc(Cl)cc1)NCc1nc(-c2ccccc2)no1 do in these assays?
Gal4-VP16 FLuc: 5%; ELG1 genotoxic: -4%; MBNL1 CUG block: 1%; NPC1 promoter act: -5%; RORg inh: 17%; FLuc counter: 5%; Rab9 promoter act: 1%; p53 reactivation: -6%

What do the screens show for `CCC(Oc1ccccc1)C(=O)NCc1ccc(S(N)(=O)=O)cc1` (stereo not drawn)?
Gal4-VP16 FLuc: -11%; ELG1 genotoxic: -1%; MBNL1 CUG block: 0%; uPA generation: -1%; NPC1 promoter act: -2%; RORg inh: 14%; FLuc counter: 5%; Rab9 promoter act: -3%; p53 reactivation: 8%; BRCA1 expr up: -1%

How did OCCC1CN(Cc2cnc(-c3ccccc3)s2)CCN1C1CCCCC1 (stereo not drawn) do in these assays?
Gal4-VP16 FLuc: 7%; ELG1 genotoxic: -3%; MBNL1 CUG block: 7%; uPA generation: 2%; NPC1 promoter act: 1%; RORg inh: -4%; FLuc counter: -2%; Rab9 promoter act: -9%; p53 reactivation: 6%; BRCA1 expr up: -11%

How did Cc1cc(C)nc(SCC(=O)c2ccc(C)c(C)c2)n1 do in these assays?
Gal4-VP16 FLuc: 4%; ELG1 genotoxic: 11%; MBNL1 CUG block: -3%; uPA generation: 5%; NPC1 promoter act: 4%; RORg inh: -33%; FLuc counter: -4%; Rab9 promoter act: 2%; BRCA1 expr up: 7%

What do the screens show for `CCCn1cnc2cc(NCc3ccc(Br)cc3)ccc21`?
Gal4-VP16 FLuc: inconclusive; ELG1 genotoxic: inconclusive; MBNL1 CUG block: 7%; uPA generation: -1%; NPC1 promoter act: inconclusive; RORg inh: inconclusive; FLuc counter: 11µM*; Rab9 promoter act: 3.5µM*; p53 reactivation: 29%; BRCA1 expr up: 46%

What do the screens show for `Cc1c(CC(=O)O)c(=O)oc2cc(OCc3ccc(Cl)cc3)ccc12`?
Gal4-VP16 FLuc: 4%; ELG1 genotoxic: 6%; MBNL1 CUG block: 5%; uPA generation: -1%; NPC1 promoter act: 12%; RORg inh: 10%; FLuc counter: 8.5µM*; Rab9 promoter act: 15%; p53 reactivation: 0%; BRCA1 expr up: 29%

What do the screens show for `COc1ccc2nc(NC(=O)CCNC(=O)c3ccccc3Cl)sc2c1`?
Gal4-VP16 FLuc: 5%; ELG1 genotoxic: 10%; MBNL1 CUG block: -2%; uPA generation: 2%; NPC1 promoter act: 16%; RORg inh: 32%; FLuc counter: 19µM*; Rab9 promoter act: 30%; p53 reactivation: -3%; BRCA1 expr up: 20%

Results for CN(C)S(=O)(=O)c1ccc(N2CCCC2)c(C(=O)Nc2nc(-c3ccc(F)cc3)cs2)c1 ?
Gal4-VP16 FLuc: 0%; ELG1 genotoxic: -1%; MBNL1 CUG block: 27%; uPA generation: -6%; NPC1 promoter act: -7%; RORg inh: 1%; FLuc counter: 2%; Rab9 promoter act: -6%; p53 reactivation: -1%; BRCA1 expr up: -13%

How did COc1ccc(C(=O)CSc2nccn2C)cc1 do in these assays?
Gal4-VP16 FLuc: 1%; ELG1 genotoxic: 23µM*; MBNL1 CUG block: -1%; uPA generation: 0%; NPC1 promoter act: 2.8µM*; RORg inh: 3%; FLuc counter: 17µM*; Rab9 promoter act: 3.5µM*; p53 reactivation: inconclusive; BRCA1 expr up: 8.9µM*

How did O=C(CN(C(=O)c1csnn1)c1cccc2ccccc12)NCc1ccc(F)cc1 do in these assays?
Gal4-VP16 FLuc: 7%; ELG1 genotoxic: -5%; MBNL1 CUG block: 10%; uPA generation: -1%; NPC1 promoter act: -2%; RORg inh: 33%; FLuc counter: 2%; Rab9 promoter act: -2%; p53 reactivation: 1%; BRCA1 expr up: -1%

How did O=C(COC(=O)c1c2c(nc3ccccc13)CCN(Cc1ccccc1)C2)Nc1c(F)cccc1F do in these assays?
Gal4-VP16 FLuc: -18%; ELG1 genotoxic: -7%; MBNL1 CUG block: inconclusive; uPA generation: -2%; NPC1 promoter act: -4%; RORg inh: inconclusive; FLuc counter: inconclusive; Rab9 promoter act: -7%; p53 reactivation: -11%; BRCA1 expr up: -51%

How did CC1CN(c2nnc(NC(=O)c3ccccc3)s2)CC(C)O1 (stereo not drawn) do in these assays?
Gal4-VP16 FLuc: -12%; ELG1 genotoxic: 8%; uPA generation: 6%; NPC1 promoter act: 7%; RORg inh: 6%; FLuc counter: -19%; Rab9 promoter act: inconclusive; p53 reactivation: 18%; BRCA1 expr up: 87%

Results for COc1ccccc1N1CCN(CC(O)COc2ccc(S(=O)(=O)N3CCOCC3)cc2)CC1 (stereo not drawn) ?
Gal4-VP16 FLuc: -7%; ELG1 genotoxic: -4%; MBNL1 CUG block: 6%; uPA generation: -20%; NPC1 promoter act: -1%; RORg inh: 9%; FLuc counter: 0%; Rab9 promoter act: -5%; p53 reactivation: -6%; BRCA1 expr up: -40%

How did O=C1CN(C(=O)COc2ccc(Cl)cc2Cl)c2ccccc2N1 do in these assays?
Gal4-VP16 FLuc: -4%; ELG1 genotoxic: 4%; MBNL1 CUG block: -3%; uPA generation: -1%; NPC1 promoter act: 1%; RORg inh: 11%; FLuc counter: -15%; Rab9 promoter act: 3%; p53 reactivation: -2%; BRCA1 expr up: 23%

Results for CC(C)Oc1ccc(CNC(=O)CCC(=O)N2CC(C)Sc3ccccc32)cc1 (stereo not drawn) ?
Gal4-VP16 FLuc: 0%; ELG1 genotoxic: -2%; MBNL1 CUG block: -18%; uPA generation: -12%; NPC1 promoter act: -1%; RORg inh: 22%; FLuc counter: -1%; Rab9 promoter act: 16%; BRCA1 expr up: 9%

What do the screens show for `COC(=O)Cc1ccc(NC(=O)c2cccs2)cc1`?
Gal4-VP16 FLuc: -26%; ELG1 genotoxic: 15%; MBNL1 CUG block: 1%; uPA generation: 0%; NPC1 promoter act: inconclusive; RORg inh: -36%; FLuc counter: 21µM*; Rab9 promoter act: 2.8µM*; p53 reactivation: inconclusive; BRCA1 expr up: 21%

How did C/C(N)=C(/C#N)C(=O)CSc1nnc(-c2ccccc2Br)o1 do in these assays?
Gal4-VP16 FLuc: inconclusive; ELG1 genotoxic: 2.6µM*; MBNL1 CUG block: 5%; uPA generation: -5%; NPC1 promoter act: 0.45µM*; RORg inh: inconclusive; FLuc counter: 0.85µM*; Rab9 promoter act: 0.4µM*; p53 reactivation: inconclusive; BRCA1 expr up: 68%

How did CC(=O)C[C@@H](O)CC(=O)[C@@H]1OC(=O)[C@H](C)C/C=C\Cc2ccccc21 do in these assays?
ELG1 genotoxic: 5%; uPA generation: -10%; p53 reactivation: 2%; BRCA1 expr up: 3%

How did COCC(=O)N(Cc1nc2ccccc2c(=O)[nH]1)Cc1cccs1 do in these assays?
Gal4-VP16 FLuc: -1%[0.365 µM]; ELG1 genotoxic: 0%; MBNL1 CUG block: -3%; uPA generation: 2%; NPC1 promoter act: -1%; RORg inh: inconclusive; FLuc counter: 2%; Rab9 promoter act: -3%; p53 reactivation: -1%; BRCA1 expr up: 6%

Results for CCOC(=O)CC(=O)COc1nc2cc3c(nc2o1)CCCC3 ?
Gal4-VP16 FLuc: 0%; ELG1 genotoxic: inconclusive; MBNL1 CUG block: inconclusive; uPA generation: -2%; NPC1 promoter act: -3%; RORg inh: 2%; FLuc counter: 13µM*; Rab9 promoter act: 18%; p53 reactivation: inconclusive; BRCA1 expr up: -3%

What do the screens show for `Cc1cccc(N2CCN(C(=O)c3ccc4nccnc4c3)CC2C)c1` (stereo not drawn)?
ELG1 genotoxic: -3%; uPA generation: 0%; p53 reactivation: -8%; BRCA1 expr up: -24%

Results for NC(=O)NC(Cc1ccccc1)C(=O)Nc1ccc(S(N)(=O)=O)cc1 (stereo not drawn) ?
Gal4-VP16 FLuc: 2%; ELG1 genotoxic: -3%; MBNL1 CUG block: 2%; uPA generation: 4%; NPC1 promoter act: -6%; RORg inh: -27%; FLuc counter: -1%; Rab9 promoter act: 2%; p53 reactivation: -3%; BRCA1 expr up: -12%

How did CN(C)c1ccc(C(C(=O)NCC2CCCO2)N(C(=O)c2snc(C(N)=O)c2N)c2ccc3c(c2)OCO3)cc1 (stereo not drawn) do in these assays?
Gal4-VP16 FLuc: -18%; ELG1 genotoxic: 0%; MBNL1 CUG block: inconclusive; uPA generation: -1%; NPC1 promoter act: -1%; RORg inh: inconclusive; FLuc counter: 1%; Rab9 promoter act: -11%; p53 reactivation: -8%; BRCA1 expr up: -15%

Results for Cc1ccc(NC(=O)C2CCN(S(=O)(=O)c3c(C)noc3C)CC2)cc1C ?
Gal4-VP16 FLuc: inconclusive; ELG1 genotoxic: -4%; MBNL1 CUG block: -1%; uPA generation: -2%; NPC1 promoter act: -6%; RORg inh: 20%; FLuc counter: 4%&3%; Rab9 promoter act: -1%; p53 reactivation: -1%; BRCA1 expr up: -16%&-10%

Results for COc1cccc(-n2c(-c3cccc(S(=O)(=O)N(C)C)c3)n[nH]c2=S)c1 ?
Gal4-VP16 FLuc: 10%; ELG1 genotoxic: 0%; MBNL1 CUG block: -4%; uPA generation: 2%; NPC1 promoter act: -6%; RORg inh: -33%; FLuc counter: -12%; Rab9 promoter act: 0%; p53 reactivation: 3%; BRCA1 expr up: -16%
